# Compound activity (PubChem BioAssay)
# STK33 inh: human STK33 kinase inhibition | purified STK33, MBP phosphorylation, ADP-Glo luminescence | 320,000 tested, 0.073% active | inhibition, % at 10 µM | Q9BYT3;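 active means inhibition at or above 25%, using the most active replicate where run in duplicate; inactive means inhibition below 25%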
# Target sequence (Q9BYT3 whole entry, looked up): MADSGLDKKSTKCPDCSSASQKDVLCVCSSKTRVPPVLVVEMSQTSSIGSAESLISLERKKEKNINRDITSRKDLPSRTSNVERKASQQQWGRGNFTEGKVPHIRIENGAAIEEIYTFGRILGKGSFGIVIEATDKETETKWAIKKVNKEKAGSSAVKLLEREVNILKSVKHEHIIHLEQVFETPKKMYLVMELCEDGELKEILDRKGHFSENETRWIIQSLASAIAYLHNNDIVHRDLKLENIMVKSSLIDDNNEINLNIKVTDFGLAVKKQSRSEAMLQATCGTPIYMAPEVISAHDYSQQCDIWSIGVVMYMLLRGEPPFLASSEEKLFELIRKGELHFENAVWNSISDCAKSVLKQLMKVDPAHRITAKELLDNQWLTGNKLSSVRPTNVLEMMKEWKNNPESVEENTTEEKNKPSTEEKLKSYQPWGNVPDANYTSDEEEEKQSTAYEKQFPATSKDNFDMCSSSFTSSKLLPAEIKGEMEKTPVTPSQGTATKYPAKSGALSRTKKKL
# OX1R antag-1: blocks the human orexin 1 receptor; O43613; OX1R-expressing cells, FRET antagonist read-out; inhibition, % at 6.6 µM; 330,000 tested, 1.8% active; AID 485270; in the data active means inhibition mostly above about 38%, no sharp cut-off; inactive means mostly below about 40%;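 further: 0% = agonist challenge alone and 100% = reference antagonist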
# Target sequence (O43613 whole entry, looked up): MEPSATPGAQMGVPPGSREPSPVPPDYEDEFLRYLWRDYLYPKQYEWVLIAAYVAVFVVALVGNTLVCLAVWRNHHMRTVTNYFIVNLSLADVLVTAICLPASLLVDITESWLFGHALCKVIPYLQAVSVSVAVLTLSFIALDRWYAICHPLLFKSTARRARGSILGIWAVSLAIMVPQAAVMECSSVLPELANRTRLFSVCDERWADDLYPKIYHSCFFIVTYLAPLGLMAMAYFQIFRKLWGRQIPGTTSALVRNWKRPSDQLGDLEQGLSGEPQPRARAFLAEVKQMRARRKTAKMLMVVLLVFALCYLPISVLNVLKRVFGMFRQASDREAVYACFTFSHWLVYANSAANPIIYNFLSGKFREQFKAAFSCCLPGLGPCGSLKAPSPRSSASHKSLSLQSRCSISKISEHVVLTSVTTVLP
# OX1R antag-2: human HCRTR1 antagonism; 330,000 tested, 0.43% active; AID 434989; CHO/OX1R cells, Fluo-8 calcium fluorescence, orexin A; O43613; inhibition, % at 5 µM;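 active means inhibition above its plate's threshold, mean inhibition of all tested compounds on the plate plus 3 SD, cut at about 37% in these data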;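 further: 0% = orexin A challenge wells and 100% = SB-334867-A antagonist wells; not every result past the cut was called active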
# The depositor's hits bear a star; . = no result given.
SMILES,STK33 inh,OX1R antag-1,OX1R antag-2
CN(C)CCCN(C(=O)c1ccc([N+](=O)[O-])s1)c1nc2cc3c(cc2s1)OCCO3,0.5,78.2*,-22.8
Cc1cccc(NC(=O)c2nc[nH]c2C(=O)NC2CCN(C(=O)OC(C)(C)C)CC2)c1,0.3,6.2,-18.1
Cc1nc(SCC(=O)NNC(=O)c2ccc(F)cc2)c2ccccc2n1,-2.5,14.3,-30.3
CCC(=O)c1ccc(OCC(O)Cn2nc(C)c(Br)c2C)cc1 (configuration not stated),0.8,3.7,-29.9
COc1ccccc1C(=O)Nc1nc(C)cc(C)n1,0.8,12.3,-4.2
O=C(NCc1cccs1)N[C@@H](Cc1ccccc1)C(=O)O,0.8,12.8,15.8
O=C(NCc1ccco1)C1CCCN(c2nnc(-n3cccc3)s2)C1 (configuration not stated),-2.4,15.9,-26.9
O=C(NCCCN1CCOCC1)c1ccc(/C=C2\Oc3ccccc3N(Cc3ccccc3F)C2=O)cc1,-0.8,2.0,-28.8
CC1CC(C)CN(C(=O)CNC(=O)c2sc3ccccc3c2Cl)C1 (configuration not stated),-0.7,69.6*,54.6*
Cc1cc(C)c(NC(=O)COC(=O)Cc2ccsc2)c(C)c1,-0.5,8.4,-4.6
Cc1cc(C)n2c(SCc3c(C)noc3C)nnc2n1,-0.7,15.6,-18.8
COc1ccc2[nH]c(=O)c(CNc3ccc(C)c(C)c3)cc2c1,-0.6,108.2*,-8.1
CCN(CC)S(=O)(=O)c1cc(NC(=O)C2CCN(c3ncnc4sc(C)c(C)c34)CC2)ccc1Cl,-0.8,23.2,14.4
O=C(CCN1CCCCC1)NCNC(=O)CCN1CCCCC1,0.8,6.4,-5.0
c1ccc(C[C@H]2CN=C(Nc3ccccc3)N2CCCC2CCCCC2)cc1,1.3,5.3,0.0
O=C(C1CCCN(c2ncnc3c2nc2n3CCCCC2)C1)N1CCN(c2ccc(Cl)cc2)CC1 (configuration not stated),4.6,5.5,-18.6
O=C(c1cc(-c2cccs2)on1)N1CCCc2ccccc21,.,14.1,-20.7
CCOC(=O)C1CCN(C(=O)COC(=O)/C=C/c2ccccc2)CC1,2.0,0.5,10.7
CCN(CC)CC(C)OC(=O)c1ccccc1Cl (configuration not stated),1.1,16.6,-1.3
CC(=O)Nc1ccccc1OCc1nnc(-c2cccs2)o1,-2.0,13.3,-16.5
COCCNC(=S)Nc1ccc(Cl)c(Cl)c1,-1.4,14.9,2.6
CN(C)S(=O)(=O)c1ccc(NC(=O)Cc2ccc(S(=O)(=O)N3CCOCC3)s2)cc1,-2.0,7.5,-10.8
N#Cc1c(Cl)nc(SCc2ccccc2)nc1-c1ccccc1,-2.3,20.3,-7.5
COc1cc(C(=O)Nc2nc(C)c(Cc3ccc4c(c3)OCO4)s2)cc(OC)c1OC,-0.7,14.0,-25.9

# Given as tab-separated lines: part of the list above
Structure	STK33 inh	OX1R antag-1	OX1R antag-2
O=C(NCc1cccs1)N[C@@H](Cc1ccccc1)C(=O)O	0.8	12.8	15.8
O=C(NCc1ccco1)C1CCCN(c2nnc(-n3cccc3)s2)C1 (configuration not stated)	-2.4	15.9	-26.9
O=C(NCCCN1CCOCC1)c1ccc(/C=C2\Oc3ccccc3N(Cc3ccccc3F)C2=O)cc1	-0.8	2.0	-28.8
CC1CC(C)CN(C(=O)CNC(=O)c2sc3ccccc3c2Cl)C1 (configuration not stated)	-0.7	69.6*	54.6*
Cc1cc(C)c(NC(=O)COC(=O)Cc2ccsc2)c(C)c1	-0.5	8.4	-4.6
Cc1cc(C)n2c(SCc3c(C)noc3C)nnc2n1	-0.7	15.6	-18.8
COc1ccc2[nH]c(=O)c(CNc3ccc(C)c(C)c3)cc2c1	-0.6	108.2*	-8.1
CCN(CC)S(=O)(=O)c1cc(NC(=O)C2CCN(c3ncnc4sc(C)c(C)c34)CC2)ccc1Cl	-0.8	23.2	14.4
O=C(CCN1CCCCC1)NCNC(=O)CCN1CCCCC1	0.8	6.4	-5.0
c1ccc(C[C@H]2CN=C(Nc3ccccc3)N2CCCC2CCCCC2)cc1	1.3	5.3	0.0
O=C(C1CCCN(c2ncnc3c2nc2n3CCCCC2)C1)N1CCN(c2ccc(Cl)cc2)CC1 (configuration not stated)	4.6	5.5	-18.6
O=C(c1cc(-c2cccs2)on1)N1CCCc2ccccc21	.	14.1	-20.7
CCOC(=O)C1CCN(C(=O)COC(=O)/C=C/c2ccccc2)CC1	2.0	0.5	10.7
CCN(CC)CC(C)OC(=O)c1ccccc1Cl (configuration not stated)	1.1	16.6	-1.3
CC(=O)Nc1ccccc1OCc1nnc(-c2cccs2)o1	-2.0	13.3	-16.5
COCCNC(=S)Nc1ccc(Cl)c(Cl)c1	-1.4	14.9	2.6

# New compounds follow.
SMILES,STK33 inh,OX1R antag-1,OX1R antag-2
CN=C(Nc1ccccc1OC)SC1CC(=O)N(c2ccc(C(=O)OC)cc2)C1=O (configuration not stated),-0.8,5.5,15.2
CC1CN(C(=O)COC(=O)c2ccc(O)cc2)CC(C)O1 (configuration not stated),-2.0,4.7,-14.0
O=C(C1CC(=O)N(c2ccc(Cl)cc2)C1)N1CCC(c2nc3ccccc3[nH]2)CC1 (configuration not stated),.,28.4,-44.7
COC(=O)Cc1ccc(N(Cc2ccccc2F)S(=O)(=O)c2ccc(Br)cc2)cc1,.,20.4,-9.0
Cc1csc(N)n1,-1.3,17.0,-7.2
CC(C)=CCCC(C)NC(=O)NC1CCCCC1 (configuration not stated),0.3,22.5,-26.4
CCOc1cccc(C(=O)Nc2ccc3oc(-c4cccnc4)nc3c2)c1,-0.9,11.6,-37.9
C/C(=N\NC(=S)NCc1ccccc1)c1cccc(Br)c1,0.2,24.7,-19.9
O=C(COc1ccc(Br)cc1)Nc1ccc(NC(=O)c2ccccc2)cc1,-0.6,23.7,-6.3
CCOc1ccccc1/C=C(/NC(=O)c1ccccc1)C(=O)N(CC)CC,-1.6,34.6,-10.7
Cc1ccc(C)c(S(=O)(=O)N2CCN(C(=O)Cc3ccsc3)CC2)c1,-1.5,7.5,-18.9
COc1ccc([N+](=O)[O-])cc1NC(=O)C(C)OC(=O)C1CCC1 (configuration not stated),-1.2,35.6,-22.3
CCOC(=O)/C(C#N)=C1\CC2CCC1(C)C2(C)C (configuration not stated),-0.2,14.3,-20.9
COc1ccc(C2CC(c3cccs3)=NN2C(=O)c2ccco2)cc1OC (configuration not stated),0.2,9.4,-36.4
O=c1[nH]c(CS(=O)(=O)c2ccccc2)nc2ccccc12,-0.3,23.6,-9.7
CNc1ccc2nnc(C(F)(F)C(F)(F)C(F)(F)F)n2n1,-0.1,10.2,5.2
Cc1cc(NC(=O)COC(=O)C2CSC3(C)CCC(=O)N23)ccc1Br (configuration not stated),-1.1,9.0,15.3
O=C(Cn1[nH]c(=O)c2ccccc2c1=O)OCC(=O)N(Cc1ccccc1)Cc1ccccc1,.,34.9,-21.1
COc1ccc(C(C[N+](=O)[O-])c2c(C)cc3ccccn23)cc1 (configuration not stated),-0.6,17.0,-30.5
CCOC(=O)c1ccc(Nc2nnc(C(C)(C)C)c(=O)[nH]2)cc1,-0.4,7.5,-16.6
O=C1c2ccccc2C(=O)N1CCC(=O)N1CCCc2ccccc21,-1.3,20.6,-24.4
COc1ccc(NC(=O)c2ccco2)cc1NC(=O)c1ccc(C#N)cc1F,-0.6,29.9,-21.6
O=C(C(=O)N1CCN(c2ccccc2F)CC1)c1c[nH]c2ccccc12,-0.2,3.1,-29.8
CC1CCCCC1NC(=O)COC(=O)c1ccc(S(=O)(=O)NCc2ccco2)cc1 (configuration not stated),0.0,4.0,-10.8
C=CC[C@H](CC(=O)OC(C)(C)C)C(=O)OC[C@H]1CCCN1C(=O)[C@@H](CC=C)CC(=O)N(CCO)Cc1ccccc1,0.7,1.1,-13.6
COc1cccc(C(=O)NC(=O)Nc2cc(C)on2)c1,-0.2,18.0,-1.0
O=C(c1ccc(Cl)s1)N1CCCC(N2CCN(c3ccc(F)cc3)CC2)C1 (configuration not stated),-0.6,9.2,-20.3
N#CC(C#N)=Cc1ccccc1OCc1ccccc1,-1.0,54.5,-5.0
CCCCC[n+]1ccn(-c2nc3ccccc3nc2[N-]S(=O)(=O)c2ccccc2)c1,0.7,34.1,-16.2
Cc1cccc(NC(=S)N/N=C/c2cccc([N+](=O)[O-])c2)c1,0.1,38.9,-8.4
O=C(Nc1nnc(SCc2ccc(Cl)cc2Cl)s1)C1COc2ccccc2O1 (configuration not stated),-1.2,16.0,-33.3
O=C(CN1C(=O)NC2(CCCC2)C1=O)Nc1nc(-c2ccccc2)cs1,-0.2,8.8,-21.8
Cc1noc(C)c1COC(=O)COc1cccc2c1OC(C)(C)C2,-0.2,27.9,-4.5
COc1cc(Cl)c(C)cc1NC(=O)c1ccc(NS(=O)(=O)c2ccc(F)c(F)c2)cc1,-0.6,4.2,-7.2
OCCC1CN(Cc2cnc(-c3ccccc3)s2)CCN1C1CCCC1 (configuration not stated),-1.5,4.4,-19.8
Cc1ccc(NC(=O)CSCc2c(C)noc2C)cc1C,0.8,22.4,-15.5
COC(=O)c1cc(Cl)nc2ccccc12,-1.2,5.2,-6.1
CC1CCCC(NS(=O)(=O)c2cc(Br)cnc2N)C1C (configuration not stated),1.1,11.9,-24.5
COc1ccc(N2CC(C(=O)Nc3nc4ccccc4s3)CC2=O)cc1 (configuration not stated),2.5,8.8,-29.5
COc1ccc(C(=O)Nc2ccc(NC(=O)C3CC3)cn2)cc1,0.5,9.2,-1.1
O=C(Nc1ccc(NC(=O)c2ccco2)cc1)c1ccc2c(c1)OCCO2,0.3,24.6,-13.6
COc1cc(C(C(=O)NC2CCCC2)N(Cc2ccco2)C(=O)c2snc(C(N)=O)c2N)cc(OC)c1OC (configuration not stated),-0.7,23.1,-27.9
O=[N+]([O-])c1ccc(Cl)c(/C=N/N2CCN(Cc3ccccc3Cl)CC2)c1,-0.3,2.7,-23.2
CCOC(=O)CC(=O)CSc1nc2nc(C)cc(C)n2n1,-1.7,-0.8,-6.3
NC(=O)NCC(c1ccccc1)C1CCCCC1 (configuration not stated),-0.4,8.3,3.2
CCOc1ccc(NC(=O)C2C(c3ccccc3)C2(Cl)Cl)cc1 (configuration not stated),-1.0,13.1,-24.3
S=c1[nH]nc(Cc2ccccc2)n1-c1ccccc1,-0.9,10.6,-7.3
CCCCN(CC(=O)NCCOC)C(=O)Cn1nnc2ccccc21,1.4,14.9,-5.1
O=C(O)CC/C(=N\NC(=O)CNC(=O)/C=C/c1ccccc1)c1ccccc1,0.4,14.8,-33.4
COc1ccc(N(CC(=O)N/N=C/c2cccs2)S(=O)(=O)c2ccc(OC)c(OC)c2)cc1,-0.4,21.8,5.6
CCCCCOc1ccc(C(=O)NCC(=O)NCC(=O)OCC)cc1,0.6,2.2,-8.7
CC(C)Cn1c(=O)c2ccccc2c2ccccc2c1=O,-0.3,20.3,-36.3
Cc1cc(C)c(C#N)c(SCS(=O)c2ccc(C(C)(C)C)cc2)n1 (configuration not stated),-0.5,12.3,-14.7
Cc1cc(C(=O)COC(=O)c2ccco2)c(C)n1Cc1ccco1,-0.5,14.8,-15.3
CC(=O)NC(CC(=O)N1CCCC1)c1ccccc1 (configuration not stated),-0.1,3.5,1.2
CCCOc1ccc(CN(CCC#N)C(=S)NC(=O)c2ccccc2)cc1,-0.7,18.9,-22.4
O=C(Nc1ccon1)c1nc[nH]c1C(=O)N1CCc2ccccc2C1,0.1,3.8,-32.3
O=C(COC(=O)c1ccc(S(=O)(=O)N2CCCC2)cc1)Nc1ccccc1,-0.8,6.9,-3.8
CC1(C)OC(=O)C(=CNc2ccccc2)C(=O)O1,-0.2,2.3,-4.2
Cn1c(=O)c2c(nc(SCC(=O)NCc3ccc4c(c3)OCO4)n2Cc2ccc(Cl)cc2)n(C)c1=O,-0.7,7.8,-36.8
# (list continues)
SMILES,STK33 inh,OX1R antag-1,OX1R antag-2
CC(=O)N1CCN(c2ccc(C(N)=O)cc2[N+](=O)[O-])CC1,-0.8,81.0*,7.8
CCc1cc2c(=O)nc3n(c2s1)Cc1ccccc1/C3=C(/O)c1cccc([N+](=O)[O-])c1,1.3,8.4,-27.9
CCOc1cc(Br)c(COc2ccc(C)nc2[N+](=O)[O-])cc1OCC,-1.8,6.6,-25.9
CC(=O)NCCc1nc(-c2ccc(Cl)cc2)no1,-1.0,18.0,-11.7
CCC1(O)CC(C(=O)OC)=NN1C(=O)c1ccccc1 (configuration not stated),-1.0,2.2,2.2
COc1ccc(NC(C)=O)cc1NC(=O)CSc1nnc(-c2ccccn2)n1C,-0.5,7.2,-7.8
O=C(O)Cn1c(=O)c(F)cn(C2CCCO2)c1=O (configuration not stated),1.9,15.4,-4.2
C=CCNC(=O)COCc1cc(-c2ccc3c(c2)OCO3)on1,1.7,3.2,-33.3
CSc1ncc(Cl)c(C(=O)Nc2ccc(C)c(C)c2)n1,-0.2,11.7,-25.1
O=C(NCc1ccccc1)C(=O)NCC1OCCN1S(=O)(=O)c1ccc(Br)cc1 (configuration not stated),-2.1,18.0,-9.7
O=C(Oc1ccc(/C=N/n2cnnc2)cc1)c1cccc([N+](=O)[O-])c1,3.0,17.0,-12.2
COc1ccc(CNC(=O)CN=C2NC(=O)C(c3ccccc3)(c3ccccc3)N2)cc1,0.2,45.6,-14.5
COc1cccc(CN2CCSCC2)c1OC,0.2,10.0,-19.7
COc1cccc(N2CCN(C(=O)NC3CCCCC3)CC2)c1,0.2,9.8,-6.0
CCOc1ccc(N(Cc2nnc3n2CCCCC3)C(=O)Nc2cccc(C)c2)cc1,-2.5,4.1,-19.9
CCCCCCCCCn1ccc(=N)cc1,0.4,15.5,30.2
NS(=O)(=O)c1ccc(Nc2nc(-c3cccc([N+](=O)[O-])c3)cs2)cc1,0.3,3.3,-3.5
CCOc1ccccc1C(=O)NCc1ccc2c(c1)OCO2,2.1,21.4,-4.0
COC(=O)c1ccc2ncccc2c1,0.5,22.6,5.5
